High-throughput results: PubChem, Sanford-Burnham Center for Chemical Genomics
MIN6 prolif – MIN6 beta-cell proliferation induction; MIN6 cells proliferation, ATPlite luminescence, 48 h; cells starved in 0.2% serum; 100% = growth in 10% serum; proliferation, % at 10 µM; 330,000 compounds, 0.29% hits; AID 2380;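 active = compounds whose signal lies at least 3.5 SD above the mean of all wells on their plate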;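 also: 0% = DMSO-treated cells in low-serum medium and 100% = 10% serum control; some compounds called inactive have numbers as strong as hits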
MPTP block – permeability transition pore inhibition; isolated mouse mitochondria, Ca2+ swelling absorbance, 30 min; inhibition, % at 10 µM; AID 602449; 360,000 compounds, 1.4% hits;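 active = inhibition of 50% or more, scaled per plate between neutral and stimulator controls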;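 also: 0% = DMSO wells given calcium and 100% = 1 mM EGTA wells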
hIAP activ – human IAP activation; P09923; purified human IAP, CDP-Star luminescence, 30 min; hits give high values; 1 = vehicle-only enzyme, 0 = enzyme-free background; activation factor at 10 µM; 330,000 compounds, 0.16% hits;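 active = activation factor of the enzyme at least 2-fold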; also: the source names both 10 and 20 µM as test concentration; values of inactives mirror those of a sister screen read the other way
Target sequence (P09923 whole entry, looked up): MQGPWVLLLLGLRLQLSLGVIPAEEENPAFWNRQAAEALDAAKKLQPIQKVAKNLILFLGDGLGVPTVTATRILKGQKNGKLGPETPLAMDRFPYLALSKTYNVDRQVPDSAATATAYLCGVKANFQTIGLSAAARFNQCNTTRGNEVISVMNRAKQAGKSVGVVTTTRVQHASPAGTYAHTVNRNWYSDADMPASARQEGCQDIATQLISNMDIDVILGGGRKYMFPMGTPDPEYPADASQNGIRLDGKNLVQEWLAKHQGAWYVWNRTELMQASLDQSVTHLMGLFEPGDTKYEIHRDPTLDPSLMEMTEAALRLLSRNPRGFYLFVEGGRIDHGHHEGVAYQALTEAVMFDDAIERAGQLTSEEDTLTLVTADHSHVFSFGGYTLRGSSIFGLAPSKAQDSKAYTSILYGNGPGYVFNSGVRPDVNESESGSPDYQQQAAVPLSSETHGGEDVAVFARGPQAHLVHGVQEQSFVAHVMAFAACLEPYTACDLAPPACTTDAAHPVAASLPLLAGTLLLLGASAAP
NR3A LBD binder – modulates the human NR3A ligand-binding domain. NR3A LBD differential scanning fluorimetry, Tm shift; 0% = protein alone, 100% = glycine-bound protein. Tm shift relative to glycine control, % at 25 µM. 340,000 compounds, 2.5% hits. AID 1259313;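 active = melting temperature shift of at least 10% of the positive control shift, at one fixed dose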
hIAP inh – human IAP inhibition; P09923; purified IAP, CDP-Star luminescence, 30 min; inhibition, % at 10 µM; 330,000 compounds, 0.12% hits;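 active = inhibition reaching a set limit with compound at 10 µM in the primary screen, cut at about 35% in these data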;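 also: plate controls were DMSO wells with enzyme for no effect and no-enzyme buffer wells for full effect; values of inactives mirror those of a sister screen read the other way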
A3G deaminase – inhibitors of human APOBEC3G DNA deaminase | recombinant A3G, ssDNA deamination FAM/TAMRA fluorescence | inhibition, % at 20 µM | Q9HC16 | AID 493012 | 330,000 compounds, 0.28% hits;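 active = inhibition of at least 40% at 20 µM, with no more than 30% in the related APOBEC3A deaminase screen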;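 also: plate controls were DMSO wells with A3G for no effect and wells lacking A3G enzyme for full effect; some compounds called inactive have numbers as strong as hits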
Target sequence (Q9HC16 whole entry, looked up): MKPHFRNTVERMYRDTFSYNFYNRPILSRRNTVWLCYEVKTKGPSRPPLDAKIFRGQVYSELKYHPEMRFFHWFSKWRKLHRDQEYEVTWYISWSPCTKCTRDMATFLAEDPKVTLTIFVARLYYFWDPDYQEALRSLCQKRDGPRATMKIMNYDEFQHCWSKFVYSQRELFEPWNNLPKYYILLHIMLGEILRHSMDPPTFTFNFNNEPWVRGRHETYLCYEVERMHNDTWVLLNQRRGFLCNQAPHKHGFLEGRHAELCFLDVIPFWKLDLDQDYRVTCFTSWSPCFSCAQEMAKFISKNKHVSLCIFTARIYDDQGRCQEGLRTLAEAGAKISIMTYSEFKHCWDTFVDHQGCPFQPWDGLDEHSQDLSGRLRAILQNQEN
mIAP block – blocks mouse intestinal alkaline phosphatase; purified mouse IAP, CDP-Star luminescence, 30 min; inhibition, % at 10 µM; 330,000 compounds, 0.2% hits; AID 2806;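 active = inhibition of at least 40% at 10 µM in the primary screen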;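 also: plate controls were DMSO with enzyme for no effect and no enzyme wells for full effect; values of inactives mirror those of a sister screen read the other way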
A3A deaminase – blocks human APOBEC3A ssDNA deamination; P31941; 330,000 compounds, 0.41% hits; inhibition, % at 20 µM; AID 493011; recombinant A3A, FAM/TAMRA ssDNA deamination fluorescence;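 active = at least 40% inhibition at 20 µM here, with at most 30% in a related deaminase screen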;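 also: plate controls were A3A with DMSO for no effect and wells lacking A3A enzyme for full effect; some results filed as inactive read as strong as hits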
Target sequence (P31941 whole entry, looked up): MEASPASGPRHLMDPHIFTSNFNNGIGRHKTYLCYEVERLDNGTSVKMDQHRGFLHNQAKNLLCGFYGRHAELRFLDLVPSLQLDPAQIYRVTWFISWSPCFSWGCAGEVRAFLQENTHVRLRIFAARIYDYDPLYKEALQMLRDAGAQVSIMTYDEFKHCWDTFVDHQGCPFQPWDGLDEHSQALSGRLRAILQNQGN
mIAP act – increases mouse intestinal alkaline phosphatase activity; activation factor at 10 µM; muIAP, CDP-Star luminescence, 30 min; hits give high values; 1 = vehicle-only enzyme signal, 0 = enzyme-free wells; 330,000 compounds, 0.24% hits;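 active = activation factor of at least 2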; also: the source names both 10 and 20 µM as test concentration; values of inactives mirror those of a sister screen read the other way
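Assay system: mouse IAP enzyme; Reagent: CDP-Star chemiluminescent phosphatase substrate; Compound: DMSO-dissolved test compounds; Incubation: 30 min, room temperature; Technique: luminescence from enzymatic CDP-Star hydrolysis; Controls: DMSO-only wells and no-enzyme negative control.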
Active calls of the source: *; . = no result given.

SMILES	MIN6 prolif	MPTP block	hIAP activ	NR3A LBD binder	hIAP inh	A3G deaminase	mIAP block	A3A deaminase	mIAP act
CC(C)(C)OC(=O)NCC(=O)Oc1cc2oc(=O)cc(-c3ccccc3)c2cc1Cl	0	14	0.95	-3	4	-5	11	-2	0.89
Cc1ccc(NC(=O)CC(=O)Nc2ccc(C)c(C)c2)cc1C	-2	1.7	1	0	-3	-3	-2	1	1
O=C(CNC(=O)c1ccco1)NCC(=O)OCc1c(F)cccc1Cl	-3	-0.1	0.94	0	6	-11	4	1	0.95
CCN(CC)CC(O)COc1ccc2c(c1)c(C(C)=O)c(C)n2-c1ccccc1 (stereo unspecified)	-3	-0.1	1.1	4	-9	-3	-6	1	1.1
Cc1cc(C)cc(CC2CC(=O)N(c3nc(C)cc(C)n3)C2=O)c1 (stereo unspecified)	-2	1.0	0.95	-3	4	2	-8	0	1.1
CC(C)COCC1CC2(CC(C)C(=O)CC2=O)C(=O)O1 (stereo unspecified)	1	0.8	1	-2	-3	-3	-5	-4	1.1
COc1cccc(CNC(=O)c2c(C)nn(-c3ccccc3)c2C)c1	-3	-2.4	1.2	1	-22	-1	-13	-5	1.1
Cc1ccc(N)c2c1OCCC2=O	0	-3.2	1	-1	-1	-1	6	-4	0.94
C/C(NCCCn1ccnc1)=C(\C#N)C(N)=O	-3	-2.9	1.1	3	-10	-9	0	-3	1
COC(=O)c1ccc(CNC(=O)COC(=O)/C=C/c2cc(OC)c(OC)c(OC)c2)cc1	-1	-1.9	1.2	-2	-16	-8	-5	0	1.1
CCOC(=O)n1c(=O)n(C)c2ccc(Br)cc21	1	-0.5	0.98	-2	2	-1	4	-1	0.96
Cc1nnc(NC(=O)c2cccc(F)c2)s1	1	-1.9	1.1	0	-11	-6	9	-21	0.91
O=C1/C(=C\c2ccc(O)c(O)c2)N=C2CCCCCN12	-3	1.0	0.43	0	57*	-1	37	8	0.63
COc1ccc(S(=O)(=O)N2CCOCC2)cc1NC(=O)CN1CCCCCC1	-1	1.5	1.1	-1	-12	-10	-3	3	1
Cc1sc2nc(CSCC(=O)N(CCC#N)c3ccccc3F)[nH]c(=O)c2c1C	1	-0.1	0.94	1	6	-13	-1	-5	1
O=C(O)CCCC(=O)Nc1cccc(C(=O)Nc2ccccc2C(=O)O)c1	-1	-1.5	0.87	-1	13	-2	4	5	0.95
O=C1CSC(=Nc2cccc([N+](=O)[O-])c2)N1	0	0.5	1.2	-1	-17	-3	-1	0	1
Cc1ccc(CNc2ccc(CNc3ncn[nH]3)cc2)cc1	3	-0.6	0.94	-1	6	0	4	0	0.96
Cc1cc(C)n2nc(C(=O)Nc3nccs3)nc2n1	-3	-2.5	0.78	3	22	-7	-2	-1	1
COc1cc(C)c(CNc2cccc(C)c2)cc1C	-2	0.1	0.95	2	5	-1	4	-3	0.95
CCCN=C1N(C)C[C@@H]2[C@@H]3C(=O)N(C)C(=O)[C@@H]3[C@](Cc3ccccc3)(C(=O)OC)N12	.	-1.1	.	2	.	-2	4	1	0.96
COC(=O)C(Cc1cnc(Cl)s1)(C(=O)OC)c1ccccc1[N+](=O)[O-]	0	-1.4	0.97	-15	3	-3	2	-1	0.98
CCOC(=O)c1sc(NC(=O)Cn2nnc3sc4c(c3c2=O)CCC(C(C)(C)C)C4)nc1C (stereo unspecified)	-5	2.9	0.94	3	6	2	18	5	0.82
CC(C)(C)NC(=S)NCCc1ccccc1	0	-1.2	1.5	3	-49	-3	-10	1	1.1
Cc1ccc(C)c(S(=O)(=O)N2CCN(C(=O)Cn3[nH]c(=O)c4ccccc4c3=O)CC2)c1	-2	0.0	0.96	-3	4	3	-4	1	1
Cc1cc(C)c(S(=O)(=O)Nc2ccccc2C(=O)N2CCOCC2)c(C)c1	-2	3.5	1.4	-3	-35	3	-8	-1	1.1
Cc1cc(C)nc(NC(=NCCc2c[nH]c3ccccc23)NC(=O)C(C)(C)C)n1	-3	13	0.92	5	8	11	-1	3	1
CN(C(=O)/C=C/c1ccc2c(c1)OCO2)c1ccccc1	1	-0.1	1.1	-1	-15	4	-14	-6	1.1
Cc1cc(C)c(S(=O)(=O)/N=C2/C=C(SCC(=O)O)C(=O)c3ccccc32)cc1C	-5	1.9	0.81	-16	19	7	23	-2	0.77
COc1ccc(OC)c(S(=O)(=O)NC2CCCCC2)c1	3	-1.5	0.91	0	9	-8	2	2	0.98
N#Cc1c(NC(=O)c2ccncc2)sc2c1CCC2	-3	-0.1	0.99	1	0	0	5	9	0.95
CCOC(=O)c1[nH]c(C)c(C(=O)OCC(=O)NCc2ccc(OC)c(OC)c2)c1C	10	0.9	1.1	1	-6	1	-8	2	1.1
N#CC1=C2SCN(Cc3ccccc3)CN2C(=O)CC1c1ccc2c(c1)OCO2 (stereo unspecified)	-1	1.4	1.1	-2	-11	4	17	-5	0.83
O=C(CCCN=C1NS(=O)(=O)c2ccccc21)OCC(=O)c1ccccc1	0	-0.9	1	-3	-2	-4	3	3	0.97
COc1ccc(S(=O)(=O)N2CC(=O)Nc3ccccc32)cc1C	-3	1.4	0.92	-1	8	-8	7	-2	0.93
S=C1NC(c2ccccc2)=NCN1c1ccccc1	-3	-1.4	1	-1	0	-1	3	2	0.97
N#Cc1ccccc1Cn1c(=O)n(C2CCCC2)c(=O)c2ccccc21	-1	-0.6	1.1	-3	-10	-5	13	-4	0.87
CC(C)(C)OC(=O)N1CCC(CC2CC(c3ccccc3)=NO2)(C(=O)O)CC1 (stereo unspecified)	-3	-0.6	0.98	-2	2	-7	-3	-6	1
C/C(N)=C(/C#N)C(=O)COC(=O)c1ccncc1	0	0.3	1.2	0	-21	-6	-3	1	1
O=C(O)c1ccc(N/N=C/c2ccc(F)c(F)c2)cc1	0	-0.4	0.93	-7	7	-1	-1	2	1
COC(CNC(=O)c1cn(C)c2ccc(S(=O)(=O)N3CCOCC3)cc2c1=O)OC	0	-0.9	1	2	-5	-4	5	-2	0.95
Cc1ccc(NC(=O)C2Cc3ccccc3C(=O)O2)cc1 (stereo unspecified)	-1	0.0	0.94	2	6	-8	5	-3	0.95
CCOc1ncccc1C(=O)OCC(=O)Nc1ccc(S(=O)(=O)N2CCOCC2)cc1	-3	2.1	1.2	-1	-17	-3	5	1	0.95
COCCNC(=O)CCCn1c(=O)c2cc(OC)c(OC)cc2n(CC(=O)c2ccccc2)c1=O	1	1.7	1.2	0	-18	-4	-4	-2	1
CN1/C(=C/C2CC(=O)N(c3ccc([N+](=O)[O-])cc3)C2=O)C(C)(C)c2ccccc21 (stereo unspecified)	-6	-1.2	0.86	-4	14	-3	6	0	0.94
Cc1ccccc1N(C)S(=O)(=O)c1nnc(NC(=O)c2ccco2)s1	-7	0.0	1.2	-6	-23	23	15	40	0.85
Cc1nn(-c2ccccc2)c(C)c1NC(=O)COc1ccc(F)cc1Cl	1	0.5	1.1	1	-6	-7	-11	1	1.1
O=C(O)/C=C/C(=O)Nc1cccc(C(F)(F)F)c1	-1	-0.7	1.1	0	-10	-7	16	-2	0.84
CCCC[n+]1ccn(C2=C([O-])c3ccccc3C(=O)/C2=N\S(=O)(=O)c2ccc(Cl)cc2)c1	-4	4.0	0.96	-4	4	-4	11	-3	0.89
C=CCN(Cc1ccc(OC)c(OC)c1)C(=O)N1CCOCC1	-2	0.9	1.1	0	-6	-10	3	-4	0.97
O=C(Cn1cnc2c(oc3nc4c(cc32)CCCC4)c1=O)Nc1cccc(Cl)c1	-6	2.0	1.2	3	-16	-3	-3	-1	1
Cc1cc(C)cc(OCC(=O)O/N=C(\N)Cc2ccc([N+](=O)[O-])cc2)c1	-4	3.2	0.94	-3	6	-4	8	-1	0.92
CCOc1ccc(NC(=O)CSc2nnc(C)n2CC2CCCO2)cc1 (stereo unspecified)	-2	3.5	1.1	0	-12	-12	9	-4	0.91
Cc1nn(CC(=O)NCc2ccccc2)c(=O)c2ccccc12	-1	0.5	0.97	-1	2	-2	5	3	0.95
C/C(=N\OC(=O)Nc1ccc(Cl)cc1)c1ncc(C(F)(F)F)cc1N1CCOCC1	-2	99*	1	3	0	2	-21	3	1.2
O=C(COC(=O)c1cccs1)Nc1ccc(S(=O)(=O)N2CCOCC2)cc1	0	-1.5	1	-1	-1	-5	-5	7	1.1
CC1CCN(c2c(NCC3CCC(C(=O)NCCCc4ccccc4)CC3)c(=O)c2=O)CC1 (stereo unspecified)	1	.	1	0	-1	-2	-13	2	1.1
O=C(CN1CCS(=O)(=O)CC1)N/N=C/c1cccc(C(F)(F)F)c1	-1	-1.2	1.1	1	-12	-9	1	-3	0.99
CC(=O)Nc1ccc(-n2c(=O)c3ccccc3c3ccccc3c2=O)cc1	0	-1.4	1	0	-2	-10	-3	-1	1
O=C(CCc1ccccc1)NNC(=O)COc1ccccc1Cl	0	0.7	1.4	3	-42	-8	12	-2	0.88

Continuation:
SMILES	MIN6 prolif	MPTP block	hIAP activ	NR3A LBD binder	hIAP inh	A3G deaminase	mIAP block	A3A deaminase	mIAP act
CCOc1ccc(-c2cn(-c3ccccc3OC)c(=S)[nH]2)cc1	-4	0.3	0.96	-1	4	-3	-2	0	1
COC(=O)c1ccc[n+](CC(=O)Nc2ccc(OC(F)F)cc2)c1	-1	-2.3	1.1	1	-10	-2	-2	34	1
O=C(O)c1cc2n(n1)C(C(F)(F)F)CC(C1CC1)N2 (stereo unspecified)	-3	0.7	1	0	-4	-1	4	3	0.96
Cc1nc2sccn2c(=O)c1CCN1CCC(=C(c2ccccc2)c2ccc(F)cc2)CC1	-8	.	1	.	0	-4	6	3	0.94
COc1cccc(/C=C2\SC(=O)N(CCC(=O)NCCCn3ccnc3)C2=O)c1	1	0.1	1.2	-3	-16	-3	3	-4	0.97
O=C(NCCCc1ccccc1)C1CCC(=O)N(CCc2ccc(Cl)cc2)C1 (stereo unspecified)	3	0.9	1.1	-3	-7	-7	-11	1	1.1
CCOc1ccc(S(=O)(=O)N(CC(N)=O)c2ccc(C)cc2)cc1	0	0.7	0.96	-3	4	-4	3	-3	0.97
CCOC(=O)CNC(=O)Cn1cnc2c(nnn2-c2cccc(Cl)c2)c1=O	0	-2.3	0.93	1	7	0	-1	3	1
Cc1cc(C)c(C#N)c(OCc2ccc(Cl)nc2)n1	-5	-0.8	1.1	-5	-7	-1	3	-1	0.97
CC1CCN(C(=O)C(Cc2ccccc2)n2cccc2)CC1 (stereo unspecified)	1	1.4	0.91	-3	9	-1	-1	-2	1
CN1CCN(C(=S)Nc2cccc(C(F)(F)F)c2)CC1	-1	1.0	0.83	1	17	-9	0	-3	1
O=C(COC(=O)c1cccs1)Nc1cccc(S(=O)(=O)N2CCOCC2)c1	-2	0.3	0.95	1	5	-7	3	-2	0.97

Shown as a markdown table: entries from further up
| SMILES | MIN6 prolif | MPTP block | hIAP activ | NR3A LBD binder | hIAP inh | A3G deaminase | mIAP block | A3A deaminase | mIAP act |
| --- | --- | --- | --- | --- | --- | --- | --- | --- | --- |
| COC(=O)C(Cc1cnc(Cl)s1)(C(=O)OC)c1ccccc1[N+](=O)[O-] | 0 | -1.4 | 0.97 | -15 | 3 | -3 | 2 | -1 | 0.98 |
| CCOC(=O)c1sc(NC(=O)Cn2nnc3sc4c(c3c2=O)CCC(C(C)(C)C)C4)nc1C (stereo unspecified) | -5 | 2.9 | 0.94 | 3 | 6 | 2 | 18 | 5 | 0.82 |
| CC(C)(C)NC(=S)NCCc1ccccc1 | 0 | -1.2 | 1.5 | 3 | -49 | -3 | -10 | 1 | 1.1 |
| Cc1ccc(C)c(S(=O)(=O)N2CCN(C(=O)Cn3[nH]c(=O)c4ccccc4c3=O)CC2)c1 | -2 | 0.0 | 0.96 | -3 | 4 | 3 | -4 | 1 | 1 |
